# HEK293 tox = HEK 293 cell cytotoxicity | HEK 293 viability, ATP luminescence (CellTiter-Glo), 48-72 h | Potency, µM (doses to about 115 µM), without a hit: top-dose activity change, negative = cytotoxicity, hits mostly inhibitors | hit rate 6.6% among 94,000 | AID 1345083; further: potency means the concentration at half of the fitted maximal effect; nearly all actives have a fitted effect of over 60% in size
#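 Pintool-delivered compounds were incubated with HEK 293 cells (250 cells/well) at 37 degree Celsius for 48 or 72 hr. ATP-dependent luminescence (CellTiter-Glo) then reported remaining viable cells.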
# NIH3T3 tox = cytotoxic compounds in NIH 3T3 cells | NIH 3T3 viability, CellTiter-Glo ATP luminescence, 48-72 h | Potency, µM (top dose mostly 96.7 µM), inactives show at the highest dose activity change, negative = cytotoxicity, actives largely listed as inhibitors | hit rate 4.3% among 94,000; further: potency means the concentration at half of the fitted maximal effect; nearly all actives have a fitted effect of over 55% in size
#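 ATP-dependent luminescence (CellTiter-Glo) served as the viability signal for NIH 3T3 cells treated with compound for 48 or 72 hr at 37 °C.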
# IP6K1 inhibitor = IP6K1 kinase inhibition; IP6K1 kinase, ADP-Glo luminescence, 2 h; hits give low values; activity change, % (series mostly up to about 58 µM); hit rate 0.81% among 140,000; in the data active means activity change below about -25%
# Target sequence (Q92551 whole entry, looked up): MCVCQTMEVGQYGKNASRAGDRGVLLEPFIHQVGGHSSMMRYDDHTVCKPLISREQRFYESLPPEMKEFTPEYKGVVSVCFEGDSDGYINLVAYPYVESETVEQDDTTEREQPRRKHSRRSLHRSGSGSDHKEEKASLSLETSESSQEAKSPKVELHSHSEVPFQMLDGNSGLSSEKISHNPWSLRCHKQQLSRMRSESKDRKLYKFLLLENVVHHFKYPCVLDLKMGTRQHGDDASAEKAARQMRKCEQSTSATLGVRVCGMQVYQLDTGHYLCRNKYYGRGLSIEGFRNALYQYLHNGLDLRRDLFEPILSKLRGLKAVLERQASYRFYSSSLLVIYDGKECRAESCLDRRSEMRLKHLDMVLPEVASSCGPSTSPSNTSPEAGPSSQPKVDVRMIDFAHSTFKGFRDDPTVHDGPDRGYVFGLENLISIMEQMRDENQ
#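 ADP-Glo luminescence measures ADP made by human IP6K1 during a 2 h RT reaction with ATP/IP6 (mix at 1.3 mM/130 uM); top library doses 57.5 and 19.1 uM final.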
# SNCA expr inhib = reduces expression of the alpha-synuclein gene; Potency, µM (series often up to 57.2 µM), inactives show at the top dose activity change, negative = inhibition, usual class: inhibitors; HEK-293 SNCA-luciferase knock-in, luminescence, 24 h; AID 1671194; hit rate 0.17% among 140,000;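 further: potency means the concentration at half of the fitted maximal effect; plate controls were DMSO cells for no effect and cell-free wells for full effect; nearly all actives have a fitted effect of over 45% in size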
# SNCA viab count = cell viability loss counter-screen; Potency, µM (titrated, usually from 57.1 µM), without a hit: top-dose activity change, negative = cytotoxicity, actives largely listed as cytotoxic; HEK-293-SNCA-luc viability, GF-AFC fluorescence, 24 h; hit rate 0.12% among 150,000;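 further: potency means the concentration at half of the fitted maximal effect; 0% = DMSO-treated cells and -100% = medium-only wells without cells; nearly all actives have a fitted effect of over 30% in size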
#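 HEK-293-SNCA-luc cells (1500/well) plated 24 h, then exposed 24 h to a dilution series; GF-AFC added 30 min at 37C, fluorescence 405/540 nm; normalised to medium-only and DMSO wells, Hill fit.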
# Luciferase inh = inhibitors of firefly (Photinus pyralis) luciferase; purified P. pyralis luciferase, luminescence, biochemical; Potency, µM (doses to about 115 µM), inactives show top-dose activity change, negative = inhibition, most hits filed as inhibitors; hit rate 2.5% among 76,000; AID 1347043; further: potency means the concentration at half of the fitted maximal effect; nearly all actives have a fitted effect of over 65% in size
#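 Luminescence read by CCD imager after adding enzyme (10nM final) to wells holding compound, titrated in qHTS. Substrates 10uM each D-luciferin and ATP; buffer 50mM Tris acetate pH 7.5, 10mM Mg acetate, Tween-20, BSA.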
# GPT2 inh = GPT2 alanine aminotransferase inhibition; AID 1671188; Potency, µM (doses to about 57.7 µM), without a hit: at the top dose activity change, negative = inhibition, hits mostly inhibitors; hit rate 0.25% among 100,000; Recombinant GPT2, coupled pyruvate oxidase/HRP Amplex Red fluorescence; further: potency means the concentration at half of the fitted maximal effect; nearly all actives have a fitted effect of over 60% in size; many of its hits are not listed in these tables
# Target sequence (Q8TD30 whole entry, looked up): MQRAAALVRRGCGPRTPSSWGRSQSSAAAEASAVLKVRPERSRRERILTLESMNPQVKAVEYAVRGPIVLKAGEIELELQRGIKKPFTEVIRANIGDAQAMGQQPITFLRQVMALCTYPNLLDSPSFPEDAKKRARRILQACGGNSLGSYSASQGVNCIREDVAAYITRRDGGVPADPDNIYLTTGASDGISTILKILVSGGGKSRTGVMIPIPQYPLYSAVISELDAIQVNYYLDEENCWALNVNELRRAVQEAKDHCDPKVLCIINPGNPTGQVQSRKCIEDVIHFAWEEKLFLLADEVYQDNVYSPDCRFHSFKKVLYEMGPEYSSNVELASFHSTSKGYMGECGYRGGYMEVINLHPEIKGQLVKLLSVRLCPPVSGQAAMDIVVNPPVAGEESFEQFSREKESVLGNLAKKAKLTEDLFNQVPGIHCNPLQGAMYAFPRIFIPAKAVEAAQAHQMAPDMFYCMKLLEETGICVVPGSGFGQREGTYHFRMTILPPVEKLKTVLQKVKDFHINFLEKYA
#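 Inhibition is scored from Amplex Red fluorescence generated when pyruvate oxidase and HRP act on pyruvate released by GPT2. Reactions contain 10ng/uL enzyme, 250uM a-KG and 2mM L-alanine and run 30 min at room temperature.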
# Starred values were filed as active, the others as inactive; i = inactive; ? = inconclusive; nt = not tested or not shown; [ ] = remark or other dose. Unless noted, the call rests on the fitted dose curve; in most records, active means well fitted curve in the direction sought with a large enough effect; inconclusive means small, poorly fitted or top-dose-only effect, or another doubt; inactive means no such curve, though single readings can be large; an effect the other way counts as inactive or inconclusive. Unless noted, on the % scale 0 is the no-effect control and ±100 the full control effect.
# Screens in order – NIH3T3 tox | SNCA expr inhib | IP6K1 inhibitor | GPT2 inh | Luciferase inh | HEK293 tox | SNCA viab count
- CCC1CCCCN1CCCNC(=O)c1[nH]c2ccccc2c1Sc1ccc(Cl)cc1 (configuration not stated)
  nt | -24.0% | 0.0 | nt | nt | nt | -14.4%
- CC(C)C(=O)N1Cc2ccccc2CC2(CCCN2Cc2ccccn2)C1 (configuration not stated)
  1.7% | -0.7% | 1.0 | i | nt | -13.5% | 2.9%
- CCC(=O)NCC1c2cc(OC)c(OC)cc2CCN1C(=O)Nc1ccccc1 (configuration not stated)
  -3.9% | -11.4% | -6.9 | i | -12.0% | i | 6.9%
- O=C(CCC(=O)N1CCn2nc(Cc3ccccc3)cc2C1)NC1CCCC1
  -13.9% | -3.8% | 1.1 | ? | 4.9% | i | 1.2%
- O=C(c1ccco1)N1CCC2(CC1)CC(N1CCN(c3ccccn3)CC1)CCO2 (configuration not stated)
  i | -1.7% | -3.0 | i | -5.8% | i | 3.3%
- Cc1ccc(NC(=O)Cn2cc(C(=O)C3CC3)c3ccccc32)cc1C
  nt | 29.5% | -1.1 | nt | nt | nt | 11.7%
- CCn1c(CNC(=O)C23CC4CC(CC(C4)C2)C3)nnc1SCC(=O)Nc1ccc(C)cc1
  nt | -0.4% | -11.5 | nt | nt | nt | -19.7%
- Cc1cc(C)c(S(=O)(=O)N2CCCC2c2nncn2Cc2ccncc2)c(C)c1 (configuration not stated)
  i | 1.1% | -9.2 | i | 2.1% | 3.9% | -13.6%
- COc1ccc(OCC2(C)COc3ccc(C(=O)N(C)Cc4ccccc4)cc3N2)cc1 (configuration not stated)
  ? | ? | -8.7 | -0.6%[88.5 µM] | 4.0%[172 µM] | ? | ?
- Cn1nccc1CN1CCC2(CC1)COc1ccccc1NC2=O
  -19.4%[138 µM] | 10.9%[87.6 µM] | 33.1 | i | -0.1%[172 µM] | ? | 3.1%[87.6 µM]
- CSc1nc(Nc2cccc(C)c2)c(C#N)c(-c2ccccc2)n1
  nt | 6.8% | -0.1 | nt | nt | nt | 5.6%
- COc1cccc(NC(=O)Cn2nc3c(cc2=O)CCCCC3)c1
  -5.5% | -2.9% | 22.3 | i | -0.6% | 1.5% | -12.0%
- CC(=O)N1CCCc2cc(S(=O)(=O)N3CCCC(C(=O)N4CCN(c5cccc(Cl)c5)CC4)C3)ccc21 (configuration not stated)
  nt | ? | 22.4 | nt | nt | nt | ?
- CCC1(C(=O)NCCc2ccccc2)CCCCC(=O)N1 (configuration not stated)
  -3.2% | 4.3% | 13.5 | i | 2.8% | i | -1.4%
- Cc1ccc(C)c(C(=O)N2CC(C(=O)NC3CCCCC3)C3(CCOCC3)C2)c1 (configuration not stated)
  -12.6% | -9.3% | 11.0 | 0.8% | -4.1% | -4.8% | -0.9%
- CN(C)c1cccc(NC(=O)c2ccc3c(c2)NC(C)(COc2ccccc2)CO3)c1 (configuration not stated)
  ? | ? | -7.0 | 0.1%[88.5 µM] | -3.3%[172 µM] | ? | -9.3%[87.6 µM]
- NCCCCCc1nnc(SCc2ccc(F)cc2)o1
  nt | ? | -8.9 | nt | nt | nt | -14.2%
- N#Cc1ccc(OC(=O)c2cc(-c3ccc(Cl)cc3)on2)cc1
  nt | -4.6% | 2.3 | nt | nt | nt | 4.9%
- COc1ccc(-n2c(CC3C(=O)Nc4ccc(C)cc43)nc3ccccc3c2=O)cc1 (configuration not stated)
  nt | -21.1% | 1.6 | nt | nt | nt | ?
- c1ccc(CN(Cc2ccoc2)[C@@H]2C[C@@H]3CO[C@H](c4ccccc4)C[C@@H]3C2)cc1
  ? | nt | -0.9 | nt | nt | ? | nt
- CCOc1ccc(NC(=O)c2nnn3c2COC(c2ccc(Cl)cc2)C3)cc1 (configuration not stated)
  -10.5% | ? | -15.9 | 2.0% | 3.0% | 11.8% | 3.3%
- Cc1cc(Cl)ccc1OCC(=O)N1CCC(c2n[nH]c(=O)n2-c2ccccc2)CC1
  39.8µM* | 3.3% | -20.9 | i | -4.7% | ? | 2.3%
- CN(Cc1cnccn1)C(=O)C1CCCN(C2CCN(C(=O)C3CC3)CC2)C1 (configuration not stated)
  -2.3% | -1.7% | -0.5 | -8.7% | 12.1% | i | -5.0%
- COCC1CN(C(C)=O)CC12CCN(Cc1ccc(OC)c(C)c1)CC2 (configuration not stated)
  i | -23.0% | 2.6 | 3.2% | -3.3% | -3.0% | -8.0%
- O=[N+]([O-])c1cc(-c2nc(-c3ccccc3)no2)ccc1NCc1ccco1
  nt | 147.0%[activator] | -6.3 | nt | nt | nt | -0.7%
- CN(C)CCCNc1cc(N2CCN(C3CCCCC3)CC2)c2noc3c2c1C(=O)c1ccccc1-3
  nt | -10.7% | -13.4 | nt | nt | nt | ?
- COc1ccc(NC(=O)Cn2c(=O)n(-c3ccccc3)c(=O)c3c4c(sc32)CCCC4)cc1
  nt | 7.9% | -23.3 | nt | nt | nt | 2.2%
- CCNC(=O)N[C@H]1[C@H](O)[C@@H](N(C)CCc2ccccn2)[C@@H]2OC[C@H]1O2
  3.6%[174 µM] | 4.2%[87.6 µM] | -5.2 | i | -4.5%[172 µM] | -2.0%[172 µM] | -1.3%[87.6 µM]
- COc1ccc(-c2ccc(C(=O)N3CCN(C(=O)C4CCCC4)CC3)cc2)nn1
  -23.3% | nt | -0.8 | nt | nt | -19.7% | nt
- COc1cc(Cl)ccc1C(=O)NCc1nnc2c(-c3nc(C4CC4)no3)cccn12
  -7.3% | -10.1% | -0.9 | -1.5% | -8.9% | i | 5.5%

# Going on with the list:
# Screens in order – NIH3T3 tox | SNCA expr inhib | IP6K1 inhibitor | GPT2 inh | Luciferase inh | HEK293 tox | SNCA viab count
- CN(C)c1ncc2c(n1)C(C)(C(=O)NCc1cccc(Cl)c1)CCC2 (configuration not stated)
  ? | -14.5%[87.6 µM] | 12.1 | 4.2%[88.5 µM] | 3.5%[172 µM] | 100µM* | -1.8%[87.6 µM]
- CC1=C(C(=O)Nc2ccc(F)cc2)C(c2ccc(N(C)C)cc2)NC(=O)N1 (configuration not stated)
  nt | 41.6%[activator] | -5.1 | nt | nt | nt | -3.9%
- Cc1ccc(C2NC(=O)c3n[nH]c(-c4cccs4)c32)cc1 (configuration not stated)
  nt | 0.6% | 0.9 | nt | nt | nt | -25.6%
- COc1ccc(CNC(=O)c2c(O)nc3cc(C)ccn3c2=O)cc1
  nt | 13.8% | -7.1 | nt | nt | nt | 19.0%
- COc1ccc(S(=O)(=O)c2cnc3ccc(Cl)cc3c2N2CCCCC2C)cc1 (configuration not stated)
  nt | ? | -15.6 | nt | nt | nt | -22.9%
- O=c1[nH]c(=O)n([C@H]2C[C@@H](O)[C@@H](CO)O2)cc1C=CBr
  nt | -24.8% | nt | -0.3% | nt | nt | -12.7%
- O=C(COc1ccc(F)cc1)N1CCCC(n2cc(-c3nc(C4CC4)no3)nn2)C1 (configuration not stated)
  ? | -7.1% | -5.8 | 2.7% | -1.1% | ? | 4.1%
- Cc1c(C2=CCN(S(=O)(=O)c3cccc(Cl)c3)CC2)c2ccccc2n1CC(=O)N1CCCC1
  nt | 9.1% | -9.1 | nt | nt | nt | -4.6%
- CN1CC(=O)N(CC(=O)Nc2ccc(Cl)c(C(F)(F)F)c2)c2ccccc2C1=O
  nt | -7.1% | 49.6 | nt | nt | nt | 0.0%
- COCCN1C[C@H]2COc3ccccc3[C@H]2N(C(=O)COc2ccccc2)CCC1=O
  ? | nt | -6.3 | nt | nt | -13.3% | nt
- CCc1cccc(C)c1NC(=O)CCn1c(=O)c2cccn2c2ccccc21
  nt | 39.6%[activator] | -3.6 | nt | nt | nt | 1.0%
- COc1ccc(C(=O)N2CCC3(CC2)CC(O)CCO3)c(C)c1 (configuration not stated)
  -11.5% | 32.9%[activator] | 13.3 | i | -11.1% | -7.7% | 11.2%
- O=C(NCc1cccnc1)[C@@H]1C[C@@H](O)CN1C1CCN(C(=O)CN2CCCCCC2)CC1
  1.7% | 3.1% | 5.7 | 1.0% | 1.6% | -5.9% | -0.4%
- CC(=O)N1CCC(Nc2cc(-c3ccc(Cl)cc3)nc3c(C)noc23)CC1
  ? | -22.1%[87.6 µM] | -9.6 | ? | 13.1%[172 µM] | ? | -21.2%[87.6 µM]
- Cc1ccc(CN2CCCCCNC(=O)CC2c2ccccc2)s1 (configuration not stated)
  ? | -15.0% | -1.9 | i | 6.1% | ? | -7.1%
- COc1ccc(-c2ccc(C(=O)N3CCN([S+](=O)([O-])c4cccc(C(F)(F)F)c4)CC3)cc2)nn1
  ? | nt | -6.5 | nt | nt | ? | nt
- CC(C)=CC/C=C(\C)[C@H]1CC[C@]2(C)[C@@H]1[C@H](O)C[C@@H]1[C@@]3(C)CC[C@H](O)C(C)(C)[C@@H]3[C@@H](O[C@@H]3O[C@H](CO)[C@@H](O)[C@H](O)[C@H]3O)C[C@]12C
  nt | nt | 9.6 | -15.8% | nt | nt | 13.7%
- Cn1ncc2c(C(=O)NCc3ccc(F)cc3F)cc(-c3ccccc3C(F)(F)F)nc21
  ? | nt | -1.5 | nt | nt | 31.6µM* | nt
- CC1CCCC(SCC(O)C(=O)O)CC(=O)c2c(O)cc(O)cc2CC(=O)O1 (configuration not stated)
  nt | nt | 8.8 | i | nt | nt | -22.0%[23.9 µM]
- COCCn1cc2c3c(cccc31)CN(C(=O)c1cccc(C(F)(F)F)c1)CC2
  31.6µM* | ? | 2.1 | i | -9.8% | ? | ?
- Nc1nc(C2CC(NC(=O)CCc3nc4ccc(F)cc4[nH]3)C2)cc(=O)[nH]1 (configuration not stated)
  -3.2% | -0.1% | 10.2 | i | 1.5% | -11.3% | -1.1%
- COc1ccc(N2CCN(C(=O)c3noc4c3CCCCC4)CC2)cc1
  nt | 168.0%[activator] | -7.2 | nt | nt | nt | 2.9%
- Cc1cc(=O)n(CC(=O)Nc2ccc(C(F)(F)F)cc2)c(N2CCc3ccccc3C2)n1
  ? | 22.5% | 7.6 | -28.2% | -10.5% | ? | -9.4%
- N#Cc1ccc(CN2CCC[C@H]2c2nc(-c3ccnc(N4CCOCC4)c3)no2)cc1
  -26.4%[138 µM] | -0.3%[87.6 µM] | 9.5 | i | -11.4%[172 µM] | ? | -14.0%[87.6 µM]
- O=C(CCC1N=C2c3ccccc3N=C(SCc3ccccc3Cl)N2C1=O)NCc1cccs1 (configuration not stated)
  nt | ? | -10.6 | nt | nt | nt | -1.1%
- O=C(c1cc2c(Cl)nc3ccccc3c2s1)N1CCCCC1
  nt | 67.7%[activator] | 8.0 | nt | nt | nt | 0.2%
- O=C(CCS(=O)(=O)c1nc(-c2cccs2)cc(C(F)(F)F)n1)Nc1ccc(F)c(Cl)c1
  nt | ? | -11.3 | nt | nt | nt | ?
- O=C(CCc1c[nH]c2ccccc12)N1CCC(Cc2nc(-c3ccncc3)n[nH]2)CC1
  ? | -12.5% | 2.4 | i | nt | -28.6% | 4.2%
- CCc1ccc(NC(=O)c2cc3nc(-c4ccc(C)cc4)cc(C(F)(F)F)n3n2)cc1
  nt | ? | -3.1 | nt | nt | nt | -9.9%
- CN1C(=O)CC(C(=O)O)C12CCN(Cc1nc(C(=O)O)co1)CC2 (configuration not stated)
  2.3% | -19.6% | -6.3 | -12.7% | 1.4% | i | -10.6%
